Screening results deposited in PubChem BioAssay by National Center for Advancing Translational Sciences (NCATS).
D1 antagonist = human D1 dopamine receptor antagonism | P21728 | HEK293 TREx D1 cells, calcium flux, dopamine EC80; stronger effect = lower value | activity change, negative = inhibition, % at 10 µM | 360,000 tested, 3.2% active | AID 504652; in the data active = activity change below about -30%; note: % is set by controls: 0 for no effect and ±100 for the full control effect
Target sequence (P21728 whole entry, looked up): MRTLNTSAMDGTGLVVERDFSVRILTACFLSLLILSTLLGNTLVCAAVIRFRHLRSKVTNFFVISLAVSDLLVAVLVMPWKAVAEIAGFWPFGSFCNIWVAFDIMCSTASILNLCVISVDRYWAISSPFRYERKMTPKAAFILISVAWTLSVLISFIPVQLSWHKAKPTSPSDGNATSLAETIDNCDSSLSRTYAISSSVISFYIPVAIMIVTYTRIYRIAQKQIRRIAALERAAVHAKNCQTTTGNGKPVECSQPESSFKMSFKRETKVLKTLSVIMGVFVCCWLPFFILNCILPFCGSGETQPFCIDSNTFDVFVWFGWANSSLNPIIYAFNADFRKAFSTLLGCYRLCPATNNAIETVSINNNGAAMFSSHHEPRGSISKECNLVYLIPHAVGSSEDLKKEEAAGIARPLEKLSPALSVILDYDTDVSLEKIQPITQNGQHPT
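After overnight tetracycline induction at 30 C, force-coupled D1 HEK293 cells took up a no-wash calcium dye at room temperature. Compounds were added and monitored 180 s, and the response to EC80 dopamine was then recorded.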
D1 PAM = enhances dopamine response at the human D1 receptor | 360,000 tested, 0.036% active | P21728 | HEK293 TREx D1 cells, calcium flux, dopamine EC20 potentiation | AID 504651 | potentiation, % at 10 µM; in the data active = potentiation above about 30%; note: 0% is about no effect
D2 ag = D2 dopamine receptor (human) agonism; HEK293 T-REx D2 cells, calcium flux agonist mode; activation, % at 2 µM; P14416; AID 485358; 340,000 tested, 0.53% active;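 active = activation over 3 SD above normal in the single-dose calcium agonist read, cut at about 30% in these data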; note: 0% is about no effect
Target sequence (P14416 whole entry, looked up): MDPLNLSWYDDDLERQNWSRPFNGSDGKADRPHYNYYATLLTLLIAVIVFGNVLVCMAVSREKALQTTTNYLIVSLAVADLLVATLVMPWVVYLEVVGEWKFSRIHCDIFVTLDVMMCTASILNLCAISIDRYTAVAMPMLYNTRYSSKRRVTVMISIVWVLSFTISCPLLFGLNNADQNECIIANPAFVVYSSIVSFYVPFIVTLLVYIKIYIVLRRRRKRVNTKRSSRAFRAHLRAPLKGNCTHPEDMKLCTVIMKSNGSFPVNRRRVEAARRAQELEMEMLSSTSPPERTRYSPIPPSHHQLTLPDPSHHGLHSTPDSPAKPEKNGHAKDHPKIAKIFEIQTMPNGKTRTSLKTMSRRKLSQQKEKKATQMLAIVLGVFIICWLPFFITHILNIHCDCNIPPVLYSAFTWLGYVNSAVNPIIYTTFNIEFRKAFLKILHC
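HEK293 Trex D2 cells, tetracycline-induced, o/n 30 C 5% CO2; no-wash Ca dye, RT 30–90 min; 10-cycle baseline, 23 nl cpd added, kinetic Ca read 180 s; agonist hits = positive Ca response.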
TRHR enhancer = allosteric enhancers of human TRH receptor; P34981; TRHR cells, fluo-8 calcium fluorescence, EC20 TRH enhancement; enhancement, % at 2 µM; 360,000 tested, 0.66% active; AID 493056; in the data active = enhancement above about 30%; note: 0% is about no effect
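TRHR-expressing cells loaded with fluo-8 calcium dye were read kinetically (ex 480/em 530) during compound addition, then stimulated with an EC20 of TRH (10 nM final). Enhancement of the Gq-mediated intracellular calcium response was scored.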
RXFP1 antag = blocks the human relaxin receptor RXFP1; Q9HBX9; HEK293-RXFP1, relaxin-stimulated cAMP HTRF, 30 min; stronger effect = lower value; activity change, negative = inhibition, % at 57.5 µM; 350,000 tested, 0.59% active; AID 1259400;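 active = activity change of -60% or lower, but not beyond a set lower limit; inconclusive = change between -60% and -40%, or beyond the set limit; inactive = change above -40%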; note: % is set by controls: 0 for no effect and ±100 for the full control effect
D1 ag = activates the human D1 dopamine receptor; P21728; HEK293 T-REx D1 cells, calcium flux, agonist mode; activation, % at 2 µM; 360,000 tested, 1% active; note: 0% is about no effect
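Tetracycline-induced HEK293 TREx D1 cells, force-coupled to calcium signalling, were dye-loaded with a no-wash calcium kit. Compound was pin-added after a 10 s baseline. Fluorescence was read kinetically at 1 cycle/s for 180 s, with calcium rises flagged as agonism.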
D2 antagonist = antagonizes the human D2 dopamine receptor. P14416. HEK293 TREx D2 cells, calcium flux, dopamine EC80. inhibition, % at 10 µM. 340,000 tested, 2% active; in the data active = inhibition above about 30%; note: 0% is about no effect
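Calcium mobilization kinetics were recorded at 1 s intervals in tetracycline-induced HEK293 T-REx D2 cells, first for 180 s after compound addition and then 180 s after EC80 dopamine.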
TRHR ag = activates the human TRH receptor; P34981; TRHR cells, calcium flux fluo-8, FDSS agonist mode; activation, % at 2 µM; 360,000 tested, 0.18% active; AID 493084; note: 0% is about no effect
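Steps: seed TRHR cells overnight; add fluo-8 no-wash Ca dye, RT 30 min–1.5 h; record 10 s baseline; pin-transfer compounds; monitor fluorescence 1 cycle/s for the agonist window. Calcium increases flag candidate agonists.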
D2 PAM = D2 dopamine receptor (human) potentiation. potentiation, % at 10 µM. P14416. 340,000 tested, 0.34% active. HEK293 T-REx D2, calcium flux, EC20 dopamine potentiation;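 active = potentiation over 3 SD above the plate norm, cut at about 30% in these data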; note: 0% is about no effect
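Primary screen. Calcium kinetics in induced HEK293 T-REx D2 cells: compound pre-addition 180 s, EC20 dopamine, 180 s more.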
An asterisk follows results filed as active; ? = inconclusive; nt = not tested or not shown. Cut-off read from the data, not from the text of the source, unless noted: active = activation above about 30%; inactive = the rest.

Preview (13 entries):
| Structure | D1 antagonist | D1 PAM | D2 ag | TRHR enhancer | RXFP1 antag | D1 ag | D2 antagonist | TRHR ag | D2 PAM |
| --- | --- | --- | --- | --- | --- | --- | --- | --- | --- |
| CCOC(=O)Cc1csc(/C(=N/O)C(N)=O)n1 | -4 | 1 | -2.2 | 4 | 11 | 7 | -4 | -1.7 | 7 |
| Cc1ccc(NC2=NC(C(=O)Nc3ccc(C)c(C)c3)CC(=O)N2)cc1 (stereo not drawn) | 5 | -2 | -0.2 | 4 | -12 | 2 | 0 | 0.0 | -3 |
| O=C(N/N=C/c1c(Cl)cccc1Cl)c1ccc(-n2cnnn2)cc1 | -6 | 10 | 0.5 | 6 | -10 | 8 | -12 | 0.2 | 5 |
| CCC(=O)NS(=O)(=O)c1cccnc1Nc1ccccc1Cl | -22 | -19 | -0.9 | 4 | -2 | 3 | -26 | 0.5 | -8 |
| CCn1c(SCC(=O)Nc2cc3oc4ccccc4c3cc2OC)nnc1-c1cccs1 | -3 | -5 | 37* | 3 | -17 | 0 | 45* | -0.4 | -15 |
| CCc1sc(NC(=O)C(C)C)nc1-c1ccccc1 | -18 | -8 | -0.1 | 2 | -6 | 2 | 3 | -0.2 | 8 |
| CC(=O)c1ccccc1OCC(O)Cn1ccnc1 (stereo not drawn) | 3 | 8 | 0.5 | -11 | 3 | 3 | -6 | -0.3 | 1 |
| Cc1c(Cl)cnc(NC(=O)COC(=O)c2cc3c(s2)CCC(C)C3)c1Cl (stereo not drawn) | 7 | 3 | nt | 3 | 7 | 2 | nt | 0.1 | nt |
| COc1ccc(CNC(=O)c2ccc(Cn3cc(Cl)cn3)o2)cc1 | 11 | 5 | -2.3 | 1 | -6 | 6 | -13 | -0.5 | 0 |
| COc1ccc(-c2cn3nc(N4CCCC(C(=O)NCCCOC(C)C)C4)sc3n2)cc1 (stereo not drawn) | 5 | -2 | -0.3 | 0 | ? | -1 | nt | -0.2 | -3 |
| Cc1cccnc1NC(=O)C1CCN(S(=O)(=O)c2cccs2)CC1 | -8 | 7 | -2.0 | 9 | -2 | 3 | -8 | -0.3 | 3 |
| COc1cc(C2C(=O)N(C3CCC(C)CC3)CC(=O)N2CCc2ccc(Cl)cc2)ccc1OC(C)C (stereo not drawn) | 4 | -2 | 0.5 | 1 | -5 | -4 | nt | 0.0 | 8 |
| CCN1C(=O)[C@@H]2[C@@H](c3ccc(-c4ccc(OC)cc4)cc3)N3CCCC[C@@]3(C(=O)OC)[C@@H]2C1=O | -5 | -8 | 0.0 | -2 | nt | 10 | 7 | 1.2 | -34 |

Main list, from the start:
| Structure | D1 antagonist | D1 PAM | D2 ag | TRHR enhancer | RXFP1 antag | D1 ag | D2 antagonist | TRHR ag | D2 PAM |
| --- | --- | --- | --- | --- | --- | --- | --- | --- | --- |
| CCOC(=O)Cc1csc(/C(=N/O)C(N)=O)n1 | -4 | 1 | -2.2 | 4 | 11 | 7 | -4 | -1.7 | 7 |
| Cc1ccc(NC2=NC(C(=O)Nc3ccc(C)c(C)c3)CC(=O)N2)cc1 (stereo not drawn) | 5 | -2 | -0.2 | 4 | -12 | 2 | 0 | 0.0 | -3 |
| O=C(N/N=C/c1c(Cl)cccc1Cl)c1ccc(-n2cnnn2)cc1 | -6 | 10 | 0.5 | 6 | -10 | 8 | -12 | 0.2 | 5 |
| CCC(=O)NS(=O)(=O)c1cccnc1Nc1ccccc1Cl | -22 | -19 | -0.9 | 4 | -2 | 3 | -26 | 0.5 | -8 |
| CCn1c(SCC(=O)Nc2cc3oc4ccccc4c3cc2OC)nnc1-c1cccs1 | -3 | -5 | 37* | 3 | -17 | 0 | 45* | -0.4 | -15 |
| CCc1sc(NC(=O)C(C)C)nc1-c1ccccc1 | -18 | -8 | -0.1 | 2 | -6 | 2 | 3 | -0.2 | 8 |
| CC(=O)c1ccccc1OCC(O)Cn1ccnc1 (stereo not drawn) | 3 | 8 | 0.5 | -11 | 3 | 3 | -6 | -0.3 | 1 |
| Cc1c(Cl)cnc(NC(=O)COC(=O)c2cc3c(s2)CCC(C)C3)c1Cl (stereo not drawn) | 7 | 3 | nt | 3 | 7 | 2 | nt | 0.1 | nt |
| COc1ccc(CNC(=O)c2ccc(Cn3cc(Cl)cn3)o2)cc1 | 11 | 5 | -2.3 | 1 | -6 | 6 | -13 | -0.5 | 0 |
| COc1ccc(-c2cn3nc(N4CCCC(C(=O)NCCCOC(C)C)C4)sc3n2)cc1 (stereo not drawn) | 5 | -2 | -0.3 | 0 | ? | -1 | nt | -0.2 | -3 |
| Cc1cccnc1NC(=O)C1CCN(S(=O)(=O)c2cccs2)CC1 | -8 | 7 | -2.0 | 9 | -2 | 3 | -8 | -0.3 | 3 |
| COc1cc(C2C(=O)N(C3CCC(C)CC3)CC(=O)N2CCc2ccc(Cl)cc2)ccc1OC(C)C (stereo not drawn) | 4 | -2 | 0.5 | 1 | -5 | -4 | nt | 0.0 | 8 |
| CCN1C(=O)[C@@H]2[C@@H](c3ccc(-c4ccc(OC)cc4)cc3)N3CCCC[C@@]3(C(=O)OC)[C@@H]2C1=O | -5 | -8 | 0.0 | -2 | nt | 10 | 7 | 1.2 | -34 |
| O=C(Nc1sccc1C(=O)N1CCOCC1)c1cccnc1 | 12 | 0 | -0.5 | 26 | -14 | 0 | 2 | -0.3 | 10 |
| O=C(COC(=O)c1ccccc1NC(=O)c1ccccc1)c1ccc([N+](=O)[O-])cc1 | 2 | -6 | nt | -9 | -14 | 2 | nt | -0.4 | nt |
| O=C(c1sc2cccc(F)c2c1Cl)N1CCN(c2ncccn2)CC1 | 12 | -8 | -0.9 | 7 | -14 | 0 | -12 | -0.7 | 3 |
| COc1ccc(-c2[nH]ncc2CN2CCCC(C(=O)c3cccc(OC)c3)C2)cc1 (stereo not drawn) | 7 | -5 | 0.9 | -1 | -8 | 8 | 18 | 0.0 | -14 |
| COc1ccc(CC(=O)NC(C)C2COc3ccccc3O2)cc1OC (stereo not drawn) | -5 | 0 | 0.8 | 5 | -2 | 5 | 5 | 0.2 | 8 |
| CCOc1ccccc1NC(=O)Cn1c(=O)n(Cc2ccccc2)c(=O)c2c(C)c(C)sc21 | 3 | 1 | nt | -3 | 0 | 2 | nt | 1.1 | -4 |
| NC(=O)C(c1ccc(Cl)cc1)c1ncc(C(F)(F)F)cc1Cl (stereo not drawn) | -18 | -2 | -0.4 | -2 | 0 | 2 | -1 | -0.5 | -6 |
| COc1cc(C[C@H](C)[C@H](C)Cc2ccc3c(c2)OCO3)ccc1O | 7 | 2 | -0.2 | -3 | nt | 5 | 11 | 0.2 | 6 |
| Cc1cccc(N=c2oc3cc(O)ccc3cc2C(N)=O)c1 | -1 | -6 | 0.7 | 3 | -8 | 5 | -5 | 1.1 | 5 |
| COc1ccc(-n2c(SCC(=O)c3ccccc3)nc3c([nH]c4ccccc43)c2=O)cc1 | 2 | 2 | -0.2 | -3 | nt | 0 | nt | 0.5 | 0 |
| Cc1ccc(SCCN2CCC(C)CCC2=O)cc1 (stereo not drawn) | -6 | 6 | -0.1 | 5 | nt | 2 | -23 | -0.2 | 0 |
| CSc1nc2ccc(NC(=O)C3CC(=O)N(Cc4ccccc4)C3)cc2s1 (stereo not drawn) | -1 | 0 | 0.5 | 3 | 3 | 2 | -8 | -0.5 | -7 |
| Cc1c(C(=O)N2CCOCC2)c(S(=O)(=O)Nc2cccc(F)c2)c(C)n1C | -14 | -7 | nt | -5 | 18 | 3 | nt | -0.2 | nt |
| CC(C)CCn1c(CN2CCN(C(=O)c3ccco3)CC2)nc2c1c(=O)n(C)c(=O)n2C | -4 | 8 | -2.0 | 4 | nt | 1 | -7 | -0.3 | -10 |
| CCOC(=O)[C@@H]1[C@H]2COc3cc(OC)ccc3[C@H]2N2C(=O)N(c3cccc(Cl)c3)C(=O)[C@]12C | 5 | -1 | -0.1 | -7 | nt | 2 | 4 | 0.4 | -9 |
| CC(=O)N1CCCc2cc(S(=O)(=O)N3CCC(C(=O)NCc4ccccc4Cl)CC3)ccc21 | 11 | -7 | -1.7 | -5 | -14 | 3 | nt | -0.7 | 9 |
